Assay outcomes from PubChem BioAssay.
A-T KAP1 phos: potential ataxia-telangiectasia treatments restoring KAP-1 phosphorylation | Potency, µM (doses to about 57.5 µM), inactives show top-dose activation, usual class: activators | […] A-T fibroblasts, KAP-1 phosphorylation AlphaLISA; neocarzinostatin DNA damage 30 min before lysis | 320,000 compounds, 0.19% hits; note: potency is the fitted concentration of half-maximal effect; % of control where 0% means no effect; nearly all actives have a fitted effect of over 45% in size
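hTERT-immortalized A-T patient fibroblasts ([…]), 500 cells/well in OPTI-MEM, 1% FBS, got compounds for 60 min, then NCS for 30 min at 37C. Lysates were then assayed for phospho-KAP-1 by AlphaLISA (anti-pKAP1 donor, anti-KAP1 acceptor beads), 6 hr at 25C.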
ELG1 repair inh: ELG1-dependent DNA repair inhibition | 330,000 compounds, 2.3% hits | HEK293T ELG1-luciferase reporter, luminescence, 16 h; DNA damage induced by 5-fluorouridine | Potency, µM (top dose mostly 46.1 µM), without a hit: at the top dose activity change, negative = inhibition, hits mostly inhibitors; note: potency is the fitted concentration of half-maximal effect; % is set by controls: 0 for no effect and ±100 for the full control effect; nearly all actives have a fitted effect of over 55% in size
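DMSO vehicle served as the neutral condition. Each well held 2,000 cells given 5-fluorouridine plus compound; after 16 hr at 37 °C/5% CO2, ONE-Glo was added and luciferase measured 30 min later.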
Mito fusion yeast: mitochondrial division inhibition or fusion activation | S. cerevisiae fusion-defective mutant growth rescue, CellTiterGlo 48 h | AID 485298 | 320,000 compounds, 0.23% hits | Potency, µM (highest dose often 46.1 µM), without a hit: top-dose growth rescue (activation), hits mostly activators;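 note: potency is the fitted concentration of half-maximal effect; % of control where 0% means no effect; nearly all actives have a fitted effect of over 45% in size; temperature-sensitive fusion mutants such as fzo1-1 at 37 °C on non-fermentable ethanol glycerol medium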
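Compounds are tested for their ability to restore growth of mitochondrial fusion-defective yeast strains at non-permissive 37C in YPEG medium over 48 hours. Viability is quantified by luciferase luminescence.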
hERG WT inh: KCNH2 (human, wildtype) channel inhibition. activity change, % at 1.84 µM. Q12809. 340,000 compounds, 0.37% hits. U2OS, BacMam KCNH2, thallium flux FluxOr; active compounds read low. AID 720551;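 active = maximum activity change below -70%; inconclusive = maximum activity change between -70% and -50%; inactive = maximum activity change above -50%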; note: % is set by controls: 0 for no effect and ±100 for the full control effect
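U2OS cells transduced with wild-type KCNH2 virus are loaded with FluxOr dye for 45 min, and thallium flux is measured in kinetic reads before and after stimulation buffer. Rate constants are normalized to DMSO controls.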
Eya2 inh: Eya2 (human) phosphatase inhibition; 330,000 compounds, 0.006% hits; Potency, µM (highest dose often 76.9 µM), inactives show at the highest dose activity, negative = inhibition, hits mostly inhibitors; recombinant Eya2, OMFP fluorescence dephosphorylation (OMFP is methylfluorescein phosphate); O00167; note: potency is the fitted concentration of half-maximal effect; % is set by controls: 0 for no effect and ±100 for the full control effect
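Eya2 (0.2 uM) preincubated 10 min at ambient with compound, then OMFP substrate added at 50 uM; 10 min reaction in 50 mM HEPES pH 7.5, 50 mM NaCl, 5 uM MgCl2, 0.05% BSA, 1 mM DTT. Fluorescence read at Ex 485/Em 525 nm.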
USP2a block: USP2a (human) protease inhibition; 330,000 compounds, 0.01% hits; Potency, µM (top dose mostly 38.3 µM), inactives show at the top dose activity change, negative = inhibition, most hits filed as inhibitors; O75604; USP2 core, Ub-CHOP2 coupled fluorogenic reporter, 485/531;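 note: potency is the fitted concentration of half-maximal effect; plate controls were DMSO wells for no effect and full inhibition by NEM control for full effect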
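USP2 core (10nM final) preincubated 30min RT with compound in 20mM Tris-HCl pH 8.0, 2mM CaCl2, 2mM beta-mercaptoethanol, 0.05% CHAPS; 25nM Ub-CHOP2 plus 25nM reporter substrate added, fluorescence (Ex485/Em531) read after 60min.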
TCR activator: T cell receptor activation. primary human leukocytes, anti-CD3, IL-2 HTRF, 48 h. Potency, µM (top dose mostly 9.22 µM), without a hit: at the highest dose activation of IL-2 secretion, usual class: activators. 330,000 tested, under 10 active; note: % of control where 0% means no effect
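Using a-CD3 beads without co-stimulation, primary human leukocytes were exposed to compounds for 48 hr. An HTRF IL-2 kit measured the cytokine, with europium-to-d2 energy transfer producing emission at 665nm upon 320nm excitation.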
KCNH2 3.1 block: KCNH2 3.1 (human) potassium channel inhibition; U2OS KCNH2 3.1, thallium flux FluxOr; active compounds read low; 340,000 compounds, 0.95% hits; activity change, % (tested at about 1.8 µM);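 active = maximum activity change below -70%; inconclusive = maximum activity change from -70% to -50%; inactive = maximum activity change above -50%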;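 note: thallium influx rate constant from kinetic fluorescence after stimulation buffer; % is set by controls: 0 for no effect and ±100 for the full control effect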
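Normalized rate constant (relative to positive and negative DMSO controls) derived from a 2 min kinetic fluorescence read after stimulation; U2OS cells expressing the 3.1 isoform via virus at 1.77 x 10^8 /mL.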
TSHR antag: blocks TSH signaling through the human TSH receptor | P16473 | TSHR-expressing cells, TSH-stimulated cAMP HTRF, 2 h; active compounds read low | activity change, negative = inhibition, % at 11.5 µM | 330,000 compounds, 0.2% hits;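 active = activity change below a set negative limit, meaning inhibition stronger than a set level, cut at about -70% in these data; inconclusive = activity change between two set negative limits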; note: % is set by controls: 0 for no effect and ±100 for the full control effect
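Antagonism was scored as loss of TSH-driven cAMP in TSHR cells, stimulated with 4nM TSH (EC80) for 2 hours at 37 deg C and detected by homogeneous HTRF competition immunoassay.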
TRPV1 agonist: activates the human vanilloid receptor TRPV1; AID 540275; 320,000 compounds, 0.19% hits; TRPV1-expressing cells, Fluo-8 calcium influx, agonist mode; activation, % at 8.33 µM; Q8NER1; in the data active = activation above about 80%; inconclusive = between about 30% and that limit; note: 0% is about no effect
Target sequence (Q8NER1 whole entry, looked up): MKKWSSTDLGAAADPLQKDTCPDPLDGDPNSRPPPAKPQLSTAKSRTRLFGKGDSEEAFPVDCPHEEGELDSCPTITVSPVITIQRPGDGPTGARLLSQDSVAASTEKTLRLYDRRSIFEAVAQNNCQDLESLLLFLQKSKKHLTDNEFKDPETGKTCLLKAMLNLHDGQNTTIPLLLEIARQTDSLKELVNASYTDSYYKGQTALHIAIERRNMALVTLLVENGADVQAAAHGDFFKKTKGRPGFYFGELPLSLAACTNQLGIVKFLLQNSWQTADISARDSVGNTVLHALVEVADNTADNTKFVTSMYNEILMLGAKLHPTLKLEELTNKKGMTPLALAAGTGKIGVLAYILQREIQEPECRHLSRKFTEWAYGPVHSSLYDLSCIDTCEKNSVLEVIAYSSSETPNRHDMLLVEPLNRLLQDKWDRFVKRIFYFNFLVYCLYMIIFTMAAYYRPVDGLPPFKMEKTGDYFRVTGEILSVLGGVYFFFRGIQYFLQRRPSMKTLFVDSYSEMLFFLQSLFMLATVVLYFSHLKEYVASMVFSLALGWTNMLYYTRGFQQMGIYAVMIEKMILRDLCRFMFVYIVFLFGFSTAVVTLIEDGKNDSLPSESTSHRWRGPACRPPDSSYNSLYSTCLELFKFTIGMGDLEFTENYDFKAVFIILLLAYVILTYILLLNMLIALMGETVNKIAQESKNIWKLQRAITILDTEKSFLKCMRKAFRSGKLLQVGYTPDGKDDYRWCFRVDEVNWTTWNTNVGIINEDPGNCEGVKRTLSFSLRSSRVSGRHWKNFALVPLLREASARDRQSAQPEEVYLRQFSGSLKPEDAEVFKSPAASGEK
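TRPV1-expressing cells were cultured overnight at 35.5C and loaded with Fluo-8 calcium dye for 40 to 90 min at room temperature. After a 10 s baseline, compound was added and calcium influx was read kinetically for 3 min (ex 480/em 520 nm).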
* = called active by the depositor; ? = inconclusive; . = not tested or not shown; [ ] = dose if it differs, or a comment. Unless noted, calls come from the whole dose curve; as a rule, active = well fitted curve in the direction sought with a large enough effect; inconclusive = small, poorly fitted or top-dose-only effect, or another doubt; inactive = no such curve, though single readings can be large; an effect the other way counts as inactive or inconclusive. A portion of the library. The share of hits here may be higher or lower than overall.

SMILES | A-T KAP1 phos | ELG1 repair inh | Mito fusion yeast | hERG WT inh | Eya2 inh | USP2a block | TCR activator | KCNH2 3.1 block | TSHR antag | TRPV1 agonist
Cc1cc(C)c(NC(=O)CN2C(=O)NC(CCc3ccccc3)C2=O)c(C)c1 (configuration not stated) | -2.7% | 4.4% | -0.3% | 4.4 | 8.7% | -1.4% | 6.1% | 3.8 | 3.3 | 0.2
CCCCCNC(=O)C1CC(=O)OC12CCCCC2 (configuration not stated) | 8.3%[11.5 µM] | 5.6% | 3.3% | -7.2 | 3.7% | -1.0% | -0.1% | -2.5 | 4.1 | 0.0
CCOP(=O)(c1ccc(N(C)C)cc1)C(O)c1cccnc1 (configuration not stated) | -1.0% | -10.4% | -3.5% | 3.4 | 0.1% | 3.3% | 6.7% | -8.3 | -7.8 | -4.4
O=C(Nc1ncccc1Cl)C(Sc1ccccc1)c1ccccc1 (configuration not stated) | 12.1% | -8.4% | 12.4% | 7.2 | 10.9% | -3.1% | -0.8% | 3.9 | -5.3 | ?
CN(CC(=O)Nc1ccc(Cl)c(C(F)(F)F)c1)C(=O)CC1Sc2ccccc2NC1=O (configuration not stated) | -8.3% | -9.8% | -12.5% | 9.0 | -1.1% | 3.5% | 1.3% | -2.4 | -6.8 | 2.2
COc1cc(CN2CCNC(=O)C2CC(=O)N(C)CCC2CCOCC2)cc(OC)c1 (configuration not stated) | 0.5% | 17.4% | 5.4% | 1.2 | 0.5% | 5.5% | -1.7% | -1.5 | 38.7 | -0.4
COc1ccc(N2C(=O)CC(SC(C)C)C2=O)cc1 (configuration not stated) | 3.7% | 0.0% | 8.6% | 0.3 | -4.4% | 3.1% | -4.9%[46.1 µM] | 1.2 | 2.7 | 3.1
Cc1cc(C(=O)OCC(=O)NCc2ccc3c(c2)OCO3)c2ccccc2n1 | 9.0% | -10.8% | -7.2% | -13.6 | -10.5% | 2.6% | -2.1% | 15.4 | -7.3 | 8.5
O=C(O)CNCC1COc2ccccc2O1 (configuration not stated) | -1.1% | -5.1% | -0.7% | 3.7 | 1.1% | 2.0% | -5.3% | 5.0 | 3.2 | 0.0
CC(C)c1cc(C(C)C)c(S(=O)(=O)NNC(=O)c2ccncc2)c(C(C)C)c1 | -2.8% | -6.5% | 7.2% | -12.0 | -10.1% | 1.1% | 7.9% | 4.4 | 14.2 | 3.0

Full records, looked up by structure.
O=C(Nc1ncccc1Cl)C(Sc1ccccc1)c1ccccc1 (configuration not stated) across the screens: A-T KAP1 phos: 12.1%; ELG1 repair inh: -8.4%; Mito fusion yeast: 12.4%; hERG WT inh: 7.2; Eya2 inh: 10.9%; USP2a block: -3.1%; TCR activator: -0.8%; KCNH2 3.1 block: 3.9; TSHR antag: -5.3; TRPV1 agonist: ?
CCOP(=O)(c1ccc(N(C)C)cc1)C(O)c1cccnc1 (configuration not stated) across the screens: A-T KAP1 phos: -1.0%; ELG1 repair inh: -10.4%; Mito fusion yeast: -3.5%; hERG WT inh: 3.4; Eya2 inh: 0.1%; USP2a block: 3.3%; TCR activator: 6.7%; KCNH2 3.1 block: -8.3; TSHR antag: -7.8; TRPV1 agonist: -4.4

More compounds:
SMILES | A-T KAP1 phos | ELG1 repair inh | Mito fusion yeast | hERG WT inh | Eya2 inh | USP2a block | TCR activator | KCNH2 3.1 block | TSHR antag | TRPV1 agonist
O=C(NCC1OCCc2ccccc21)c1cc(COc2ccc(F)cc2Cl)on1 (configuration not stated) | 1.9% | -0.7% | -6.2% | -3.9 | 5.2% | 0.9% | 12.4% | -7.4 | -1.3 | 3.3
COC(=O)c1ccc(/C=N/NC(=O)CCSc2nc3ccccc3s2)cc1 | 4.6% | 3.5% | -3.8% | . | 2.3% | 5.5% | -2.6%[46.1 µM] | . | -2.6 | -2.5
Cc1cccc(Nc2ccc(NCc3ccccc3)nn2)c1 | 1.5% | ? | -0.3% | 26.2 | 1.3% | 5.7% | 0.8% | -21.3 | 7.1 | -0.7
NC(=S)N=Nc1c(O)n(CCCl)c2ccc(Br)cc12 | 10.1% | 14.6µM* | 1.6% | -2.1 | -32.0% | 3.9% | 0.8% | 16.3 | 2.8 | -0.7
Cc1cc(NCC(c2ccccc2)c2ccccc2)n2ncnc2n1 | -1.7% | -2.9% | -9.9% | 1.1 | -3.1% | -0.6% | -0.2% | -9.3 | -5.2 | -1.7
COc1nc(-c2ccccc2)c2cc(C)ccc2n1 | 8.9% | 2.7% | -2.6% | -0.2 | -7.7% | 2.7% | . | -5.8 | -3.4 | 5.7
Cc1ccc(C(=O)NCC(=O)OCC(=O)/C=C2\N(C)c3ccccc3C2(C)C)cc1C | 1.6% | -13.8% | 2.8% | 1.2 | 4.7% | 1.5% | 5.7%[46.1 µM] | -15.2 | -0.5 | 9.2
Cc1sc2ncnc(SCC(=O)Nc3cccc(S(N)(=O)=O)c3)c2c1C | -15.3% | ? | . | -1.4 | 2.1% | -0.1% | -5.8%[46.1 µM] | 11.1 | -6.5 | .
COc1ccc(N2CCN(C(=O)C3CCCN(S(=O)(=O)c4ccc(F)cc4)C3)CC2)cc1 (configuration not stated) | 18.4% | ? | -0.9% | 5.1 | -6.5% | -0.3% | 4.1% | 8.2 | 8.1 | 1.2
Cc1cc(C)c(C)c(S(=O)(=O)N2CCN(C(=O)CNC(=O)c3ccco3)CC2)c1C | 5.1% | ? | 3.6% | -5.9 | 6.0% | -0.2% | -25.5% | -0.1 | -1.3 | -0.4
NC(=O)CC(NC(=O)Cc1cccc2ccccc12)c1ccc(NCCc2ccccc2F)c([N+](=O)[O-])c1 (configuration not stated) | -27.3% | 8.7% | -0.1% | -4.7 | -7.5% | -0.5% | 3.0% | -5.7 | -3.0 | 1.5
CCOC(=O)O[C@]1(C(=O)COC(=O)CC)CC[C@H]2[C@@H]3CCC4=CC(=O)C=C[C@]4(C)[C@H]3[C@@H](O)C[C@@]21C | 9.8% | 6.8% | -5.0% | 7.2 | 1.3% | 0.9% | 5.0% | 12.2 | -1.4 | -0.4
CC1Cc2ccccc2N1C(=O)C1CCCN(S(=O)(=O)c2cccc3cccnc23)C1 (configuration not stated) | -8.3% | 20.6µM* | 5.9% | -4.4 | -6.8% | -6.9% | -5.3% | -16.0 | 2.7 | 24.5
Cc1cnc(C)c(N(C)NC(=S)Nc2ccccc2)n1 | 12.4% | 1.4% | -7.9% | 2.0 | 5.6% | 2.7% | 1.7%[46.1 µM] | 19.3 | 11.1 | 0.5
CC(=O)Nc1ccc(S(=O)(=O)N2CCC(NC(=O)C(Cc3cccn3C)NC(C)=O)CC2)cc1 (configuration not stated) | 0.7% | -15.1% | -3.0% | -3.9 | -9.3% | 1.1% | 3.1% | 19.7 | 15.4 | 1.0
CCN1C(=O)/C(=C\c2cccs2)C(C(=O)OC)=C1C | . | ? | 3.2% | -0.4 | -4.5% | 3.2% | 1.4% | 2.1 | -3.7 | -2.3
COc1ccc(C(=O)Nc2ccc(O)cc2C(=O)O)cc1 | 2.4% | 6.4% | -5.8% | -13.2 | 14.0% | 0.3% | 2.2% | 3.8 | 0.0 | -5.4
Cc1c(C)n(CCC#N)c2ccccc12 | 2.9% | -9.1% | -1.1% | 41.5 | 5.5% | 1.7% | -7.5%[46.1 µM] | -5.1 | -6.0 | -0.1
O=S(=O)(/N=C/c1c(O)ccc2ccccc12)c1ccccc1 | 3.5% | -2.3% | -2.9% | -0.8 | 11.7% | 1.8% | -6.8% | -7.7 | 0.4 | -1.3
O=C(CSc1nnc(NC(=O)c2ccccc2C(=O)O)s1)Nc1ccccc1Cl | -1.3% | 13.5% | 8.1% | -2.2 | ? | -0.5% | 2.2% | 4.3 | 17.9 | -9.1
COc1ccc(CNC(=O)C(=O)NC2CC(C)(C)NC(C)(C)C2)cc1 | -4.1% | 7.9% | 1.9% | 4.3 | 0.6% | -0.4% | -3.3% | -9.9 | 18.7 | -0.3
CN(C)CCC(O)c1ccccc1 (configuration not stated) | 3.5% | -1.1% | -2.7% | -3.6 | -8.5% | 2.2% | 3.3% | 2.3 | -7.1 | 2.1
Cc1ccccc1NC(=O)c1ccc(NC(=O)C2CC(=O)OC23CCCCC3)cc1 (configuration not stated) | -1.0% | 13.4% | 2.8% | -3.5 | -0.5% | 0.3% | 0.8% | -28.1 | -6.1 | -1.9
NC(=O)C1(N2CCCCC2)CCN(C(=S)NC2CCCC2)CC1 | -4.6% | -2.3% | -10.9% | -6.0 | -12.1% | 5.1% | 0.0% | . | -5.8 | -0.8
COc1ccc(S(=O)(=O)N2CCN(Cc3ccc4c(c3)OCO4)CC2)cc1 | 10.0% | -8.6% | 10.1% | -1.7 | 14.1% | -0.6% | 7.0% | 11.6 | -5.2 | 5.7
Cc1cc2oc(=O)sc2cc1NS(=O)(=O)c1ccccc1 | -3.4% | -17.2% | 24.7% | -0.4 | -1.0% | 2.6% | -3.5% | -15.7 | 6.5 | 4.7
CCOC(=O)c1ccc2ncc(-c3ccccc3)nc2c1 | -1.7% | ? | 1.5% | -0.7 | -3.3% | -1.4% | -1.9% | -5.7 | -5.2 | 6.3
